# Mcl1-Bid inh = disrupts binding of human Mcl-1 to Bid peptide; Q07820; TR-FRET Mcl-1/Bid-Dy647 peptide binding, 1536-well; inhibition, % at 21.7 µM; hit rate 0.97% among 220,000; AID 1021;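 active = compounds that cut the binding signal by more than half at the single screening dose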;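 also: His-tagged Mcl-1 with europium anti-His antibody binding Bid BH3 peptide; 0% = Mcl-1 plus peptide wells and 100% = peptide-only wells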
# Target sequence (Q07820 whole entry, looked up): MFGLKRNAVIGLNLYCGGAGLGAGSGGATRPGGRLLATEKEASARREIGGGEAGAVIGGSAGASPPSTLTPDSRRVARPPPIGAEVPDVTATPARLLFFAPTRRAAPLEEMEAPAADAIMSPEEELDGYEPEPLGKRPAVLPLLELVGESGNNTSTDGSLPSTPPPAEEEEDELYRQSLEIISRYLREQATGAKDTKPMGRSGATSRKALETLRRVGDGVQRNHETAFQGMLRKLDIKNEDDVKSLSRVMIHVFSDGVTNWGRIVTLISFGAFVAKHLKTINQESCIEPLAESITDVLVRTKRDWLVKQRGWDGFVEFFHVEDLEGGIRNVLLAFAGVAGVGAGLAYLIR
# Rac1 wt GTP bind = alters GTP binding to wildtype human Rac1. hit rate 0.27% among 190,000. GTP binding activity (% of control), % at 10 µM. GST-Rac1 beads, fluorescent GTP binding, flow cytometry; actives lie on both sides; 0 = cold GTP competed, 100 = untreated. P63000. AID 757;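 active = GTP binding activity at least 20 points away from the 100% control level, either lower or higher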
# Cdc42 wt = modulators (inhibitors or activators) of GTP binding to human Cdc42 wildtype; P60953; GST-Cdc42 beads, Bodipy-GTP binding, flow cytometry; actives lie on both sides; percent activity (GTP binding), % at 10 µM; hit rate 0.2% among 190,000; AID 761;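 active = percent activity GTP binding at least 20 points away from the 100% baseline, either down as inhibitor or up as activator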;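 also: median bead fluorescence of bound Bodipy-FL-GTP at 100 nM; 0% = excess unlabeled GTP control and 100% = no compound control; below 100% means less GTP binding so inhibitor and above means activator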
# Target sequence (P60953 whole entry, looked up): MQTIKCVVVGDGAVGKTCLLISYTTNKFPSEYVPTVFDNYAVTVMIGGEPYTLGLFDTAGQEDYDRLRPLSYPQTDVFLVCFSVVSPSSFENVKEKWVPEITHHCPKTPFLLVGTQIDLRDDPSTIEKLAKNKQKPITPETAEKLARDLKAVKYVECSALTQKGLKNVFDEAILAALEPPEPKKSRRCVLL
# RGS8-Gao = modulates binding of RGS8 to human Galphao | P09471 | response (percent of control binding), % at 10 µM | multiplexed bead flow cytometry; actives lie on both sides | hit rate 0.34% among 220,000; in the data active = response below about 60% or above about 140%; inactive = in between;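 also: Galphao activated as the GDP aluminium fluoride complex binding bead-coupled RGS8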
# Target sequence (P09471 whole entry, looked up): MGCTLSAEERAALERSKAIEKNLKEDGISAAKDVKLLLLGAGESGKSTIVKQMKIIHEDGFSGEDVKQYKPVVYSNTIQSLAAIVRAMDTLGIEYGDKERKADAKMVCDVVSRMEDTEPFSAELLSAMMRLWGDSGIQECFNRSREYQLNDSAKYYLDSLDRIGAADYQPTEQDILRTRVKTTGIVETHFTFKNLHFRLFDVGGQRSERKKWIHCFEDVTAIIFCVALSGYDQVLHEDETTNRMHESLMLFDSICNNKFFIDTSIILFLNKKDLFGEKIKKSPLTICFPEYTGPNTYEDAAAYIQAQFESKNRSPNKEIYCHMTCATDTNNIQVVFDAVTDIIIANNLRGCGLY
# Rab2A wt mod = changes GTP binding to wildtype dog Rab2A, up or down; hit rate 0.19% among 190,000; GTP binding activity, % at 10 µM; AID 760; GST-Rab2 wt beads, Bodipy-GTP binding, flow cytometry; P61105;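 active = GTP binding activity at least 20 points away from 100%, either lowered or raised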;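 also: 0% = beads with excess unlabeled GTP and 100% = no-compound control corrected for plate trend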
# Mcl1 Noxa PPI = disrupts binding of human Mcl-1 to Noxa peptide; Q07820; TR-FRET Mcl-1/Noxa peptide binding, 2 h; inhibition, % at 21.7 µM; hit rate 1.5% among 220,000; AID 1022;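 active = compounds that cut the protein-peptide binding signal by more than 50% relative to plate controls in a single-dose test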;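 also: His-tagged Mcl-1 with rhodamine Noxa BH3 peptide and terbium anti-His antibody; 0% = Mcl-1 plus Noxa peptide wells and 100% = peptide-only wells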
# Pf gametocyte = P. falciparum stage V gametocyte viability inhibition | inhibition, % at 10.9 µM | hit rate 0.065% among 150,000 | AID 743093 | P. falciparum stage V gametocytes, ATP luminescence, 24 h;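 active = inhibition above the mean plus 3 SD of compounds within the control limits, set per campaign, cut at about 38% in these data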;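 also: 0% = DMSO wells and 100% = medium only without gametocytes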
# Rac1 act GTP bind = human Rac1 activated mutant GTP binding change. P63000. GST-Rac1 activated beads, fluorescent GTP binding, flow cytometry; actives lie on both sides; 100% means binding = to untreated wells. percent activity (GTP binding), % at 10 µM. hit rate 0.11% among 190,000;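 active = GTP binding at least 20 percentage points away from the 100% baseline, in either direction, so actives lie on both sides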
# Rab7 wt GTP bind = alters GTP binding to wildtype dog Rab7. GTP binding activity (percent of control), % at 10 µM. AID 758. hit rate 0.055% among 190,000. GST-Rab7 beads, fluorescent GTP binding, flow cytometry; actives lie on both sides; untreated = 100%, excess cold GTP = 0%;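 active = fluorescent GTP binding to Rab7 beads changed by at least 20 points from the 100% baseline, either direction, mostly lower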;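 also: median green fluorescence of bound Bodipy-FL-GTP per Rab7 bead population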
# Bim-Mcl-1 = human Bim-Mcl-1 interaction inhibition; Q07820; Bead-based flow cytometry, Bim peptide-Mcl-1 binding; inhibition, % at 10 µM; hit rate 0.1% among 190,000; in the data active = inhibition above about 40%;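 also: 0% = no compound tracer wells and 100% = peptide blocker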
# HRas wt GTP = modulators of GTP binding to human HRas wildtype | P01112 | GST-Ras wt beads, Bodipy-FL-GTP binding, flow cytometry; actives lie on both sides | GTP binding activity, % at 10 µM | hit rate 0.14% among 190,000;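 active = GTP binding activity at least 20% away from the 100% baseline, either lowered as inhibitor or raised as activator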;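 also: 0% = unlabeled GTP competition control and 100% = no-compound control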
# The depositor's hits bear a star; x = not tested or not shown.
SMILES,Mcl1-Bid inh,Rac1 wt GTP bind,Cdc42 wt,RGS8-Gao,Rab2A wt mod,Mcl1 Noxa PPI,Pf gametocyte,Rac1 act GTP bind,Rab7 wt GTP bind,Bim-Mcl-1,HRas wt GTP
CC(C)(C)NC(=O)CCCSc1nc2ccccc2s1,-8,102,98,99,102,-3,-9,99,104,0,102
Cc1scc(C(=O)N/N=C/c2ccco2)c1C,-18,102,105,107,103,11,-8,98,101,-2,103
CC1=Nc2ccccc2/C1=C/c1sc(=S)n(-c2cccc(C(=O)O)c2)c1O,33,88,94,103,95,20,7,91,94,x,95
CC(C)(C)NS(=O)(=O)c1ccc2nc(NC(=O)c3ccc(N4C(=O)CCC4=O)cc3)sc2c1,-8,93,86,100,94,-3,0,91,97,-4,94
CCOCC(=O)Nc1ccccc1C(=O)O,-12,103,98,104,100,11,x,97,105,0,101
CCOC(=O)c1c(C)oc2c1c(C(c1ccccc1)N1CCOCC1)c(O)c1ccccc12 (stereo not given),60*,109,102,101,101,58*,-6,102,103,1,103
Cc1cc(C(=O)Nc2c(C)nn(Cc3ccc(Cl)cc3)c2C)no1,-12,102,102,99,104,2,14,96,110,1,102
C=CCn1c(-c2ccc(S(=O)(=O)N3CCOCC3)cc2)csc1=Nc1ccccc1,-87,97,96,99,97,-56,x,98,95,0,98
COCCNC(C)C(=O)C12CC3CC(CC(C3)C1)C2 (stereo not given),4,96,97,99,98,19,28,98,99,-1,98
CCc1ccccc1NC1Nc2cc(C)nn2S1 (stereo not given),-30,98,103,102,100,6,16,99,102,-2,100
S=C(NC1CCCCC1)N1CCc2ccccc2C1,-41,105,102,101,98,13,x,103,100,-4,101
O=C(N/N=C/c1cc(Br)c(Br)o1)C(O)c1ccccc1 (stereo not given),-51,101,101,98,97,29,-22,100,96,0,99
CCCC(=O)NC(C)c1nc2ccccc2n1CC (stereo not given),-13,102,97,100,100,2,x,98,101,-1,102
CC(C)c1ccc(-c2nn(-c3ccccc3)cc2C2C(C#N)=C(N)OC3=C2C(=O)CC(C)(C)C3)cc1 (stereo not given),11,97,97,106,97,-11,x,96,101,0,99
CCC(C)(C)NC(=O)C(c1ccccn1)N(C(=O)c1csnn1)C1CCCCC1 (stereo not given),-18,105,92,111,95,12,23,95,97,0,94
COc1ccc(C(c2nnnn2Cc2ccc(F)cc2)N2CCN(c3ccccc3)CC2)cc1 (stereo not given),-5,102,100,103,99,6,8,100,98,0,100
CCOc1ccccc1NC(=O)Nc1c(C)n(-c2ccccc2)c(=O)n1C,-3,97,99,93,95,9,x,95,95,-3,96
CCOC(=O)c1ccc(N2CC(O)=C(c3nc4ccccc4c(=O)[nH]3)C2=N)cc1,-41,102,104,106,103,31,x,101,107,0,106
COc1ccc(N2CC(C(=O)OCC(=O)c3cccc(OC)c3)CC2=O)cc1 (stereo not given),-6,105,103,99,100,3,7,100,100,1,102
Cc1ccnc(NC(=O)CSc2cc(=O)n(C)c3ccccc23)c1,6,109,102,101,103,-2,x,99,103,-3,103
CCOc1cc2c3c(c1)C1(OCCO1)C(=O)N3C(C)(C)CC2C (stereo not given),4,111,101,97,102,2,6,100,98,-6,99
C=CCC1(O)CC(c2ccco2)NC(c2ccco2)C1CCC (stereo not given),20,102,101,100,100,4,-2,99,97,-1,102
O=C(NCc1cccnc1)c1cc(Sc2ccc(F)cc2F)nc2ccccc12,-14,103,103,102,101,5,5,101,101,-2,101
CC1CCc2c(sc3ncn(Cc4ccc(C(=O)O)cc4)c(=O)c23)C1 (stereo not given),-4,98,96,83,100,29,-3,96,103,0,97
O=C(Nc1ccc(Br)cc1)c1cccc(S(=O)(=O)Nc2cnc3ccccc3c2)c1,-16,97,99,97,97,10,8,96,99,-5,98
Cc1ccc(/C=C2\C(=O)Nc3ccccc32)o1,-43,96,100,99,95,62*,13,96,101,0,95
CCn1cc(CN2CCc3c([nH]c4ccccc34)C2c2cccc(OC)c2OC)c(C)n1 (stereo not given),-61,99,91,103,94,10,-2,96,96,-1,97
COc1ccc(-c2nn(-c3ccccc3C)cc2CNCCc2cnc[nH]2)cc1F,-30,100,100,106,99,-1,x,100,95,-3,98
CC(Sc1ccc2nnc(-c3ccc(F)cc3)n2n1)C(=O)O (stereo not given),-26,97,93,100,97,10,x,94,102,-5,94
O=c1c2ccccc2nc2n1C(CSCc1ccc(Cl)cc1Cl)CS2 (stereo not given),-5,99,101,95,97,19,-20,98,100,11,96
CC(C)c1cc(C(=O)N2CCN(C(c3ccccc3)c3ccccc3)CC2)no1,4,107,102,100,97,14,x,101,102,0,103
Cc1csc(SCC(=O)NCc2ccccc2)n1,-9,99,100,98,96,5,-14,94,96,-4,96
Cc1ccc(S(=O)(=O)N(C)Cc2ccc(C(=O)N/N=C/c3ccc(OC(F)F)cc3OC(F)F)cc2)cc1,-6,101,99,99,98,-2,x,96,101,0,97
CCc1ccc(NC(=S)N2CCN(c3cccc(C(F)(F)F)c3)CC2)cc1,-22,108,102,98,95,8,0,95,106,1,107
O=C(c1cc(-c2cccc(O)c2)on1)N1CCCCC1,-18,105,99,102,99,12,x,102,103,0,101
CC(=O)CSc1nc(C(F)(F)F)cc(=O)n1-c1ccccc1,-31,99,99,88,97,3,-3,96,99,-2,98
C#CCNC(=O)C1=C[C@@H](c2ccc3c(c2)OCO3)[C@H](CCCO)[C@@H](OCC)O1,-7,92,92,104,95,11,2,92,97,2,92
CC(C)N=C(NC#N)SCc1ccccc1F,-17,96,97,98,100,9,x,95,97,1,96
O=C(CCNC(=O)Cn1ccc2ccccc2c1=O)NCCC1=CCCCC1,-17,103,103,99,99,16,8,101,99,-1,100
Cc1ccc(C(=O)CSc2nnc(C(C)C)n2C)cc1C,16,101,101,101,100,-9,4,97,98,-1,96
Cc1nc2c(C)cccn2c1/C(O)=C1\C(=O)C(=O)N(CCN2CCOCC2)C1c1cccs1 (stereo not given),-89,102,102,99,101,18,5,100,99,-3,99
N#C/C(=C\c1ccc(-c2ccccc2)o1)C(=O)Nn1cnnc1,-37,98,95,102,101,6,x,98,101,-2,96
COc1ccc(NC(=O)C(NC(C)=O)C(=O)NCc2ccc(F)cc2)cc1 (stereo not given),-9,102,104,102,105,10,14,101,102,0,105
COc1cc(-c2nnc3sc(Cc4ccccc4)nn23)cc(OC)c1OC,23,97,98,86,97,22,x,97,100,7,96
O=C(CSc1nc2ccccc2s1)NNC(=S)Nc1ccc(Cl)cc1,-114,88,89,99,88,-15,-16,87,90,4,88
CNc1oc(C)nc1S(=O)(=O)c1ccccc1,-37,111,106,100,104,12,-1,102,104,1,102
CCc1cccc(CC)c1NC(=O)COC(=O)C1(C)CC1(Cl)Cl (stereo not given),-16,104,97,99,99,1,-27,99,104,-3,101
Cc1ccc(-c2nn(-c3ccccc3)cc2CN(Cc2ccccc2)C(=O)c2ccco2)o1,-62,103,101,94,100,3,7,99,103,3,101

# No new results follow: 13 of the compounds above.
SMILES,Mcl1-Bid inh,Rac1 wt GTP bind,Cdc42 wt,RGS8-Gao,Rab2A wt mod,Mcl1 Noxa PPI,Pf gametocyte,Rac1 act GTP bind,Rab7 wt GTP bind,Bim-Mcl-1,HRas wt GTP
CCc1ccc(NC(=S)N2CCN(c3cccc(C(F)(F)F)c3)CC2)cc1,-22,108,102,98,95,8,0,95,106,1,107
O=C(c1cc(-c2cccc(O)c2)on1)N1CCCCC1,-18,105,99,102,99,12,x,102,103,0,101
CC(=O)CSc1nc(C(F)(F)F)cc(=O)n1-c1ccccc1,-31,99,99,88,97,3,-3,96,99,-2,98
C#CCNC(=O)C1=C[C@@H](c2ccc3c(c2)OCO3)[C@H](CCCO)[C@@H](OCC)O1,-7,92,92,104,95,11,2,92,97,2,92
CC(C)N=C(NC#N)SCc1ccccc1F,-17,96,97,98,100,9,x,95,97,1,96
O=C(CCNC(=O)Cn1ccc2ccccc2c1=O)NCCC1=CCCCC1,-17,103,103,99,99,16,8,101,99,-1,100
Cc1ccc(C(=O)CSc2nnc(C(C)C)n2C)cc1C,16,101,101,101,100,-9,4,97,98,-1,96
Cc1nc2c(C)cccn2c1/C(O)=C1\C(=O)C(=O)N(CCN2CCOCC2)C1c1cccs1 (stereo not given),-89,102,102,99,101,18,5,100,99,-3,99
N#C/C(=C\c1ccc(-c2ccccc2)o1)C(=O)Nn1cnnc1,-37,98,95,102,101,6,x,98,101,-2,96
COc1ccc(NC(=O)C(NC(C)=O)C(=O)NCc2ccc(F)cc2)cc1 (stereo not given),-9,102,104,102,105,10,14,101,102,0,105
COc1cc(-c2nnc3sc(Cc4ccccc4)nn23)cc(OC)c1OC,23,97,98,86,97,22,x,97,100,7,96
O=C(CSc1nc2ccccc2s1)NNC(=S)Nc1ccc(Cl)cc1,-114,88,89,99,88,-15,-16,87,90,4,88
CNc1oc(C)nc1S(=O)(=O)c1ccccc1,-37,111,106,100,104,12,-1,102,104,1,102

# Next results follow.
SMILES,Mcl1-Bid inh,Rac1 wt GTP bind,Cdc42 wt,RGS8-Gao,Rab2A wt mod,Mcl1 Noxa PPI,Pf gametocyte,Rac1 act GTP bind,Rab7 wt GTP bind,Bim-Mcl-1,HRas wt GTP
CCc1cccc2c(C(=O)CSc3nncn3-c3ccccc3OC)c[nH]c12,9,105,99,118,101,-7,1,100,100,6,102
CN(CCCNC(=O)c1cccc(N2CCCC2=O)c1)c1ccccc1,-25,107,104,100,100,17,x,100,98,-7,100
COc1ccc(N2C(=O)CC(NCc3cccs3)C2=O)cc1 (stereo not given),-16,97,98,110,96,-2,x,98,94,-2,99
COc1ccc2cc(C3(C)NC(=O)N(CC(=O)Nc4c(C)n(C)n(-c5ccccc5)c4=O)C3=O)ccc2c1 (stereo not given),-23,104,107,103,100,-1,4,98,100,-7,100
COc1ccc(C2CC(c3cccs3)=NN2C(=O)COC(=O)c2cc3ccccc3cc2O)cc1OC (stereo not given),-11,104,104,95,102,-18,6,101,103,-3,101

# Bioassay records as filed in PubChem BioAssay.

# Compounds as they come; any-hit rate near 2.9%.
